sEH inhibitor: soluble epoxide hydrolase inhibitors, primary screen, biochemical, human sEH. Bifunctional epoxide hydrolase 2 (Homo sapiens), P34913. recombinant human sEH enzymatic activity assay. inhibition, % at 2 µM. hit rate 0.34% among 91,000. AID 707, 2007; in the data active means inhibition above about 80%; further: values of inactives mirror those of a sister screen read the other way; many of its hits are not listed in these tables
Target sequence (P34913 whole entry, looked up): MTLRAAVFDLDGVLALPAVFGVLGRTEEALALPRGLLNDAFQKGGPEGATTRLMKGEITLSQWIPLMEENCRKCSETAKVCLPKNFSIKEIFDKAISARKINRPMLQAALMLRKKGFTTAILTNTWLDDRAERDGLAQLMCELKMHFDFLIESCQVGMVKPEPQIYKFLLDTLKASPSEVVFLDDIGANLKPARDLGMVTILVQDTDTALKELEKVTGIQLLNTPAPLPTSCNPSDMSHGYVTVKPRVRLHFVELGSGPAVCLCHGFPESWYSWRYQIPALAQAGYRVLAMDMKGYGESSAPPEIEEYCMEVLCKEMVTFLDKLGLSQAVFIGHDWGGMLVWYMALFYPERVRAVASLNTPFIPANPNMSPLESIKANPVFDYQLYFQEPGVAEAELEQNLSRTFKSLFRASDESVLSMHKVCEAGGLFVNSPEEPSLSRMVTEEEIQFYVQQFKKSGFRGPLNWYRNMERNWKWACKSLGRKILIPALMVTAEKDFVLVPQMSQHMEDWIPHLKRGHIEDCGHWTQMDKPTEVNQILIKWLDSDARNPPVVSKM
PostGolgi ctrl: growth inhibition of yeast control strain, primary screen, counter-screen for post-Golgi transport modulator project; AID 738, 2007; efflux-deficient yeast background strain, growth absorbance A615, 16 h; inhibition, % at 10 µM; hit rate 5% among 98,000
Ecoli WT expand: growth inhibitors of wild-type E. coli, primary screen, strain BW25113, expanded library, OD600; OD600 absorbance; growth inhibition, % at 100 µM; hit rate 0.15% among 98,000; AID 710, 2007;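 active means growth inhibition above about 50% at one test dose, limit read from the data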;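 further: growth measured after 20 h incubation at 37 °C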
S1P2 agonist: S1P2 receptor agonists, primary screen, cell-based; Sphingosine 1-phosphate receptor 2 (Homo sapiens), O95136; S1P2-expressing cell line, agonist reporter read-out; activation, % at 4.5 µM; hit rate 0.46% among 97,000; AID 729, 2007; in the data active means activation above about 16%;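 further: 0% = vehicle low control and 100% = maximal reference agonist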
PLAP activator: PLAP enzyme activators, biochemical, luminescence, HTS; Alkaline phosphatase, placental type (Homo sapiens), P05187; purified PLAP enzyme, luminescent substrate read-out; hits give high values; activation fold at 20 µM; hit rate 1.2% among 96,000; in the data active means activation fold above about 2
Target sequence (P05187 whole entry, looked up): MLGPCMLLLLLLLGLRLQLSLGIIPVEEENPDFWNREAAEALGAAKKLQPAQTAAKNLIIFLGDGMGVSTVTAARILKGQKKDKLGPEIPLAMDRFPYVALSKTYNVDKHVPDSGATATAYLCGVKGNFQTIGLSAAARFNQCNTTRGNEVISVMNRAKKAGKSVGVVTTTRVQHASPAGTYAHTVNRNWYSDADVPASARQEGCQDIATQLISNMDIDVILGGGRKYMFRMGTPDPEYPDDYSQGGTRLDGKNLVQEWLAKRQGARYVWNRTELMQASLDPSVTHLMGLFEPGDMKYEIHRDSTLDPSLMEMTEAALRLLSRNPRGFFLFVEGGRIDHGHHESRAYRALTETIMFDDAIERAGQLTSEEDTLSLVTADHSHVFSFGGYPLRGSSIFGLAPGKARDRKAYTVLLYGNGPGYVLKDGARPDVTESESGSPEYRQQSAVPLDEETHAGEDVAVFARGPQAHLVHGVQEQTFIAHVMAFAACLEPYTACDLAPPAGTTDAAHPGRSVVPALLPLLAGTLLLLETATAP
PostGolgi yeast: phenotypic screen on post-Golgi transport, primary screen. inhibition, % at 10 µM. AID 739, 2007. post-Golgi transport phenotypic cell assay. hit rate 0.9% among 98,000;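 further: yeast cells grown in 1536-well plates; yeast grown about 18 h at 30C before absorbance read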
sEH act: soluble epoxide hydrolase activators, primary screen, biochemical, human sEH | purified human sEH enzymatic activity, activator screen | activation, % at 2 µM | hit rate 0.04% among 91,000 | AID 717, 2007; in the data active means activation above about 37%; further: values of inactives mirror those of a sister screen read the other way
S1P2 blocker: human S1P2 receptor antagonists, primary screen, cell-based | hit rate 0.21% among 97,000 | AID 736, 2007 | cell-based S1P2 antagonist assay, inhibition at 5 uM | Sphingosine 1-phosphate receptor 2 (Homo sapiens), O95136 | inhibition, % at 5 µM; in the data active means inhibition above about 45%;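 further: CRE beta-lactamase reporter cells expressing human S1P2 stimulated with S1P; 0% = agonist at EC80 alone and 100% = agonist plus reference antagonist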
CD11b adhes inh: inhibitors of CD11b/CD18 adhesion to fibrinogen, primary screen, K562 cells, luminescence | Integrin beta-2 (Homo sapiens) + Integrin alpha-M (Homo sapiens), P05107+P11215 | ATPlite luminescence; Mn2+ added to activate the integrin | inhibition, % at 10 µM | hit rate 0.54% among 93,000 | AID 1497, 2009;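 active means primary inhibition of 50% or more at 10 µM, then 40% or more on retest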; further: some results filed as inactive read as strong as hits
* hit, by the source's call; x = not tested or not shown. Unless noted, no stated cut-off is given here; in the data, active means inhibition above about 30%; inactive means the rest.

Each structure is followed by: sEH inhibitor, PostGolgi ctrl, Ecoli WT expand, S1P2 agonist, PLAP activator, PostGolgi yeast, sEH act, S1P2 blocker, CD11b adhes inh
Cc1csc(NC(=O)C2CCCN(S(=O)(=O)c3ccc(Br)s3)C2)n1 (stereo not drawn)
    12.5, 20.1, -3.0, 2.2, 1.5, -2.2, -10.9, -11.1, 7.4
CCOc1ccc(NC(=O)CN(C)c2ccc(S(=O)(=O)N3CCOCC3)cn2)cc1OCC
    6.4, 4.5, -10.0, -2.8, 1.3, -1.0, -5.1, -25.4, 15.4
COc1ccc(NC(=S)Nc2nc(CC(=O)Nc3ccccc3OC)cs2)cc1
    -6.6, 12.0, -1.0, -0.3, 1.2, 1.5, 9.0, 2.9, -0.2
CCN(CC)S(=O)(=O)c1cccc(-c2nnc(SCCCC(=O)c3ccccc3)o2)c1
    22.8, 7.7, -26.0, -3.7, 1.3, -1.5, -20.5, -8.9, 24.7
O=[N+]([O-])c1ccc(N2CCN(S(=O)(=O)c3ccccc3)CC2)cc1NCc1cccnc1
    -17.1, 17.6, -14.0, -3.1, 0.8, -6.8, 15.9, 3.2, 4.0
O=C(NCCc1ccccc1)c1nc2c(nnn2Cc2ccccc2Cl)c(=O)[nH]1
    7.3, 7.3, -14.0, -2.0, x, 3.4, -3.9, 7.2, x
Cc1ccc(NNS(=O)(=O)c2ccc(C)cc2)cc1
    -5.0, 13.9, -3.0, -2.4, 0.9, 4.0, 2.4, 10.7, x
COc1ccc2[nH]c(=O)c(CN(C(=O)c3ccco3)C3CCCCC3)cc2c1
    2.7, 5.1, 7.0, 0.7, 1.5, -1.2, 0.0, -40.2, 8.4
COc1ccc(S(=O)(=O)N2CCC(C(=O)NCCc3ccccc3)CC2)cc1OC
    9.0, 12.0, 0.0, 1.6, 0.8, -0.6, -7.2, -2.7, -18.9
Nn1cc(-c2ccccc2)nc1SCC(=O)N1CCN(S(=O)(=O)c2ccccc2)CC1
    1.0, 3.5, -1.0, -7.6, 1.3, 6.2, -2.2, 8.7, -15.0
O=C(CCn1c(=O)[nH]c2ccccc2c1=O)Nc1ccccc1
    -1.3, 0.3, -1.0, -4.8, 1, 4.7, 2.5, 24.2, -18.3
O=S(=O)(Nc1ccccn1)c1ccc(C2CCCCC2)cc1
    -3.2, 18.1, -3.0, -5.8, 1.1, 3.6, 1.3, -11.3, 0.7
O=C(Nc1ccc(N2CCN(C(=O)c3ccco3)CC2)cc1)c1ccc2c(c1)OCO2
    13.4, 3.0, -4.0, -2.1, x, -0.3, -10.1, -4.8, x
COc1ccc(C(=O)ON=C2CCN(c3ccc([N+](=O)[O-])cc3)CC2)cc1
    7.6, 35.8*, -4.0, -3.0, 0.7, 5.5, -10.1, -14.5, -2.3
CC(C)(C)OC(=O)C1C(=O)CC(C)(O)C(C(=O)OC(C)(C)C)C1c1cccnc1 (stereo not drawn)
    5.7, 21.8, 2.0, -3.1, 1.5, 6.6, -5.0, 2.8, -20.9
CCn1c(SCC(=O)NC(C)(C)C)nnc1-c1ccccn1
    12.2, 7.4, 0.0, -3.1, 1, -4.9, -13.2, -8.6, -24.0
c1ccc(-c2oc3ncnc(NCCCN4CCOCC4)c3c2-c2ccccc2)cc1
    3.1, 66.9*, 11.0, -2.5, 1.7, 14.6, -1.6, -26.3, 17.7
Cc1ccc(S(=O)(=O)N2CCN(C(=O)CSc3nnc(C)c(=O)[nH]3)CC2)cc1
    -1.1, 10.7, 1.0, -9.3, 1.6, -4.4, -0.8, 2.0, -14.7
CCOC(=O)N1CCN(C(=O)c2cc3c(s2)-c2ccccc2OC3)CC1
    -1.1, -1.7, 1.0, -1.5, 1.4, -6.0, 2.9, -6.0, 1.1
Clc1ccc2nc(SCc3nnc(-c4ccccc4)o3)[nH]c2c1
    -4.3, 24.4, 3.0, -0.8, 1, -7.5, 3.0, 7.0, -1.6
C/C(CC(=O)Nc1ccc(N(C)C)cc1)=N\NC(=O)c1ccccn1
    -9.1, 2.3, 0.0, -2.0, 2*, -35.2, 9.4, 9.7, -11.0
COc1ccc(C(OC(=O)c2ccco2)C(=O)NCC2CCCO2)cc1 (stereo not drawn)
    3.6, -3.1, 0.0, 1.2, 1, -6.8, -3.4, 13.0, -0.5
CCOC(=O)C1=C(C)N=c2s/c(=C3/C(=O)Nc4ccccc43)c(=O)n2C1c1ccc(C)cc1 (stereo not drawn)
    -1.2, x, x, -4.5, x, x, 4.9, -13.8, x
CC(C)(C)SCCNC(=O)CN(c1ccc(F)c(Cl)c1)S(C)(=O)=O
    -5.5, 0.3, 7.0, -6.5, 1.1, -6.6, 8.5, -23.4, x
Cc1nnc2ccc(N3CCOCC3)nn12
    -8.2, -1.4, 0.0, -5.5, 0.9, -8.0, 3.6, 1.3, -4.4
Cc1noc(C)c1CSc1nnc2ccc3ccccc3n12
    -3.6, 0.9, -1.0, -9.5, 0.9, -1.6, 3.6, -4.8, -10.2
N/C(=N\OC(=O)CCCCCN1C(=O)c2ccccc2C1=O)c1ccccc1
    16.4, 9.9, -6.0, -10.2, 1, -4.1, -16.3, -4.3, 7.0
CCOC(=O)c1cnc(SCC(=O)N2CCc3ccccc32)nc1N
    6.3, -2.6, -1.0, -6.2, 1, -4.6, -6.3, -24.1, -12.9
COc1ccc(NC(=O)c2ccco2)cc1NC(=O)c1c(F)c(F)c(OC)c(F)c1F
    6.6, 3.5, -4.0, -1.8, 0.8, -7.4, -4.1, -28.4, -21.3
N#C/C(=C/c1ccc(Sc2nc3ccccc3[nH]2)o1)c1ccccc1F
    3.7, 27.6, -10.0, -5.4, 1.7, 40.7*, -3.2, 1.8, 98.1
Cc1nc(CS(=O)c2ccc(Cl)cc2)cc(N2CCOCC2)n1 (stereo not drawn)
    -2.3, -1.4, 2.0, -2.5, 1.1, 2.5, 1.4, 19.7, -3.1
CN1OC(COC(=O)c2ccccc2)CC1c1ccccc1 (stereo not drawn)
    3.0, 3.4, -6.0, -8.3, 1, -3.6, -0.3, 7.4, 2.1
CC(=O)c1cc(NC(=O)c2ccc(C)cc2)c(=O)oc1/C=C/N(C)C
    5.2, 10.2, -9.0, -8.9, 0.8, 5.6, -3.5, 3.0, -5.3
O=C(c1c(Cl)cccc1Cl)N1CCN(c2ccccn2)CC1
    -10.0, -11.4, 6.0, -4.4, 0.9, -3.5, 9.5, 2.0, -18.4
CCCCN(CCCNC(=O)c1ccc2nc(N3CCOCC3)sc2c1)Cc1ccccc1
    20.0, -3.2, 0.0, 1.0, 2.2*, 1.6, -21.0, -7.6, -4.4
CCOc1ccccc1NC(=O)Nc1cccc(C(C)=O)c1
    6.5, 14.6, 7.0, -6.3, 0.8, -5.0, -6.4, 4.4, -7.9
O=C(/C=C/c1cccc(Cl)c1)c1nc2ccccc2[nH]1
    0.7, 92.7*, 3.0, 1.4, 1.1, 100.3*, 0.0, -15.8, x
CCCCCCCOC(=O)C1=C(C)Nc2ncnn2C1c1cccs1 (stereo not drawn)
    -1.2, 11.3, 0.0, -0.4, 0.7, -5.8, -1.1, -1.0, 20.8
Clc1ccc(-c2nnnn2-c2ccc(Cl)c(Cl)c2)cc1Cl
    -5.1, 13.6, -8.0, 0.8, 0.4, 18.1, 3.9, -5.8, -9.7
COC(=O)c1ccc(C(=O)Nc2cc(Cl)ccc2Cl)cc1NC(=O)c1ccc(N(C)C)cc1
    x, -1.8, -9.0, x, 1, 3.5, x, x, 22.9
O=C(NC1CCCCC1)C(c1ccco1)N(Cc1ccco1)C(=O)c1ccco1 (stereo not drawn)
    x, 15.2, 1.0, -3.0, 1.3, -18.3, x, 13.9, 2.0
COc1ccc2[nH]c3c(NCCN4CCCCC4)ncnc3c2c1
    -0.3, -0.1, 13.0, -3.0, 1.3, 26.3, -0.8, -8.0, 5.8
Cc1ccc(-c2nn3c(C)nnc3s2)cc1NC(=O)c1cccs1
    10.7, 6.6, -1.0, -3.6, 1.3, 8.9, -12.3, 6.3, 9.6
Cc1ccc(C)c(NS(=O)(=O)c2cc(C(=O)NCc3ccco3)ccc2C)c1
    21.0, 6.8, -4.0, -4.6, 1.2, 1.4, -19.4, -24.1, -11.2
COCC(=O)N(Cc1ccco1)c1nnc(C2CCOC2)s1 (stereo not drawn)
    -8.2, 0.0, 0.0, -1.4, 0.9, 6.1, 6.3, -10.2, 1.0
CCOC(=O)NC(=O)CSc1nnnn1-c1ccc(C)cc1
    -4.2, 3.3, -3.0, -9.8, 0.9, -9.4, 3.2, 2.6, -10.4
Cc1ccc(S(=O)(=O)/N=C(\N)Nc2nc(C)c3ccc(C)cc3n2)cc1
    -11.2, 24.5, -15.0, -3.7, 1.4, -3.3, 10.0, -18.7, -7.2
CSc1cccc(NC(=O)CN(c2cccc(C)c2)S(C)(=O)=O)c1
    6.2, 13.2, 1.0, -4.4, 0.7, -12.1, -4.2, -22.4, -31.0
COc1cc(C(O)c2nc3ccccc3n2C)cc(OC)c1OC (stereo not drawn)
    -10.0, 41.1*, 2.0, -6.5, 1.1, -3.5, 9.2, 17.0, -0.2
COCCNC(=O)CCc1c(C)nc2c(-c3ccc(F)cc3)c(C)nn2c1C
    7.0, 2.0, -5.0, -2.6, 1.6, -10.8, -9.4, 4.0, 10.6
COC(=O)C(C)Sc1nc2c(c(=O)[nH]c(=O)n2C)n1CCCc1ccccc1 (stereo not drawn)
    4.4, 11.4, 2.0, 1.9, 1.2, -6.7, -4.8, -17.7, -5.1
O=C(CCN1C(=O)S/C(=C\c2ccccc2)C1=O)N1CCOCC1
    -11.1, x, x, -6.2, x, x, 14.8, 10.1, x
O=C(Cn1cc2c(n1)CCCCC2)N1CCCCC1
    x, -1.0, 8.0, x, 0.9, 2.8, x, x, -10.7
CCOC(=O)C1C(=O)NCC2CCCC21 (stereo not drawn)
    x, 0.0, -2.0, x, 1, -3.6, x, x, 4.4
CCN=C1SC(CC(=O)NCCc2ccc(OC)c(OC)c2)C(=O)N1CC (stereo not drawn)
    7.4, 26.0, -2.0, -7.3, 1, -3.1, -4.2, 6.3, x
CCCCCOC(=O)C(C)c1c(C)[nH]c(=S)[nH]c1=O (stereo not drawn)
    1.8, 13.4, 7.0, -5.1, 1, 0.1, 1.2, -23.4, -15.0
O=C(Nc1ccc(Cl)cc1)c1cc(S(=O)(=O)N2CCOCC2)cs1
    54.2, 10.3, 3.0, -3.9, 0.8, 1.8, -55.2, -8.8, 32.5
COc1ccc(OC)c(C2=NOC(C(=O)NCC3CCCO3)C2)c1 (stereo not drawn)
    4.2, 10.6, 6.0, -10.0, 1, -9.8, -5.1, 10.7, 7.5
CCOC(=O)CC1C(=O)NCCN1C(=O)c1cc2c(=O)n3cccc(C)c3nc2s1 (stereo not drawn)
    6.5, -1.2, -1.0, 3.3, 1, 3.0, -3.2, -37.7, -26.1
CCn1c(SCC(N)=O)nc2ccccc2c1=O
    -1.5, 18.6, 3.0, -2.3, 1.1, 5.9, 1.4, -13.1, -1.7

Whole records, looked up by structure:
CC(=O)c1cc(NC(=O)c2ccc(C)cc2)c(=O)oc1/C=C/N(C)C in the list: sEH inhibitor = 5.2; PostGolgi ctrl = 10.2; Ecoli WT expand = -9.0; S1P2 agonist = -8.9; PLAP activator = 0.8; PostGolgi yeast = 5.6; sEH act = -3.5; S1P2 blocker = 3.0; CD11b adhes inh = -5.3
Cc1ccc(C)c(NS(=O)(=O)c2cc(C(=O)NCc3ccco3)ccc2C)c1 in the list: sEH inhibitor = 21.0; PostGolgi ctrl = 6.8; Ecoli WT expand = -4.0; S1P2 agonist = -4.6; PLAP activator = 1.2; PostGolgi yeast = 1.4; sEH act = -19.4; S1P2 blocker = -24.1; CD11b adhes inh = -11.2
CCCCCOC(=O)C(C)c1c(C)[nH]c(=S)[nH]c1=O (stereo not drawn) in the list: sEH inhibitor = 1.8; PostGolgi ctrl = 13.4; Ecoli WT expand = 7.0; S1P2 agonist = -5.1; PLAP activator = 1; PostGolgi yeast = 0.1; sEH act = 1.2; S1P2 blocker = -23.4; CD11b adhes inh = -15.0

Screening data: PubChem, several laboratories
